PLC-beta3 inh: human PLC-beta3 inhibitors, primary screen, biochemical, fluorescence; Purified PLC-beta3, fluorogenic substrate; inhibition, % at 12.2 µM; hit rate 0.18% among 370,000; AID 720704, 2013; in the data active means inhibition above about 11%;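 further: 0% = median of compound wells on plate and 100% = full blocker control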
HGIII-sPLA2 inh: human group III sPLA2 inhibitors, primary screen, biochemical, QFRET, BODIPY PC-A2 liposome substrate | Group 3 secretory phospholipase A2 (Homo sapiens), Q9NZ20 | QFRET BODIPY PC-A2 liposome hydrolysis, fluorescence | inhibition, % at 12.2 µM | hit rate 0.56% among 370,000;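 active means inhibition above mean plus 3 SD of compounds lying within the high and low control bounds, cut at about 19% in these data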;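 further: 0% = median of test compound wells and 100% = no enzyme DMSO wells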
Target sequence (Q9NZ20 whole entry, looked up): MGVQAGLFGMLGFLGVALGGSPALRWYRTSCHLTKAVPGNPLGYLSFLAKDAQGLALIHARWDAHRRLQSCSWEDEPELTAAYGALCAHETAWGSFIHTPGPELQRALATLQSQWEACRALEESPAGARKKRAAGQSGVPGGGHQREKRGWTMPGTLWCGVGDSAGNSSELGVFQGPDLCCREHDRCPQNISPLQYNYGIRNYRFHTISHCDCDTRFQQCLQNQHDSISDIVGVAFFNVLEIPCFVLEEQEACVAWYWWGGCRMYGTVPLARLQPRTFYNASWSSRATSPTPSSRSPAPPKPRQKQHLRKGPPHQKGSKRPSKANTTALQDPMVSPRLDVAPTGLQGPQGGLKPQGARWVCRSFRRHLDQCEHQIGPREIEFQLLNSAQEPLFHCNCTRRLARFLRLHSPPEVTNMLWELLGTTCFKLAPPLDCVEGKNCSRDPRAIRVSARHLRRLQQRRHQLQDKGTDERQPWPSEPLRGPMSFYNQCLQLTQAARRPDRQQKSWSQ
SMARCA2 act: SMARCA2 (BRM) function activators, primary screen, cell-based, luminescence, high throughput; AID 652017, 2013; hit rate 1% among 370,000; activation, % at 9.1 µM; MG213 cells, MMTV-luciferase reporter, dexamethasone, overnight; in the data active means activation above about 7.8%;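 further: 0% = vehicle wells and 100% = reference activator wells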
DAX1 inh-1: DAX1 (NR0B1) inhibitors, primary screen, cell-based, HEK293, Gal4-DAX1, luciferase luminescence. Nuclear receptor subfamily 0 group B member 1 (Homo sapiens), P51843. HEK293 Gal4-DAX1 luciferase reporter. inhibition, % at 6.75 µM. hit rate 0.99% among 340,000. AID 504766, 2011;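 active means inhibition above the mean over all tested compounds plus 3 SD, cut at about 4.2% in these data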;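 further: 0% = DAX1-transfected cells with DMSO and 100% = empty-vector control cells with DMSO; inhibition shows as a rise in luminescence from relieved DAX1 repression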
Target sequence (P51843 207-470 limits assumed): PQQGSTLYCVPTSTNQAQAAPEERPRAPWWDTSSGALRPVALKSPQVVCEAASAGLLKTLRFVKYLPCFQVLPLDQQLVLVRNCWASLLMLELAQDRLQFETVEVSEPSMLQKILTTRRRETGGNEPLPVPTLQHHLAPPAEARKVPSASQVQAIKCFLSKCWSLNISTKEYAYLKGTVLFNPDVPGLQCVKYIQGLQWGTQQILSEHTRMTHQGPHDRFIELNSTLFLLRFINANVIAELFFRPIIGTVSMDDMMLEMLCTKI
ssDAF-12 act: S. stercoralis DAF-12 nuclear receptor activators, primary screen, cell-based, luminescence, HEK293, GRIP1 co-expression, lit1-tk-luc. hit rate 1% among 370,000. AID 652126, 2013. activation, % at 6.8 µM. HEK293 ssDAF-12/GRIP1 lit1-tk-luc reporter; % of 3 µM dafachronic acid response;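 active means activation above the mean over all tested compounds plus 3 SD, cut at about 0.9% in these data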;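 further: 0% = DMSO-only wells and 100% = 3 µM delta7-dafachronic acid wells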
DAX1 inh-2: DAX1 (NR0B1) inhibitors on StAR promoter, primary screen, cell-based, luminescence, SF-1 (NR5A1), full-length DAX-1 | HEK293T StAR-luciferase reporter, SF-1/DAX-1 repression relief | inhibition, % at 6.8 µM | hit rate 1.1% among 370,000 | AID 652010, 2013;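 active means inhibition above the mean over all tested compounds plus 3 SD, cut at about 3.6% in these data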;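 further: 0% = DAX-1 cells with DMSO and 100% = cells lacking DAX-1 with DMSO; higher inhibition means more luminescence from relief of DAX-1 repression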
PG9 binder: binders of HIV-1 gp120 antibody PG9, primary screen, biochemical, TR-FRET; hit rate 0.43% among 360,000; HIV-1 gp120 / PG9 antibody interaction; inhibition, % at 6.7 µM; TR-FRET gp120-PG9 antibody binding; in the data active means inhibition above about 8.5%
GAA850 FXN act: FXN promoter activators, primary screen, cell-based, luciferase luminescence, HEK293 lucGAA850; HEK293 lucGAA850 FXN promoter luciferase reporter, 24 h; percent of 10 µM SAHA response; activation, % at 6 µM; hit rate 0.56% among 360,000; AID 540364, 2011;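 active means activation above the average of all compounds screened plus 3 SD, cutoff fixed separately per campaign, cut at about 7.5% in these data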;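 further: 0% = DMSO wells and 100% = 10 µM SAHA wells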
hgDAF12 agonist: H. glycines DAF-12 receptor agonists, primary screen, cell-based, luminescence, HEK293, GAL4 fusion, UAS-luciferase; Nuclear hormone receptor DAF-12 (Heterodera glycines), GAL4 fusion; HEK293 GAL4-hgDAF12 UAS-luciferase reporter, agonist luminescence; normalized to butyrate control; activation, % at 6.8 µM; hit rate 1.8% among 370,000;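 active means activation above a cutoff set at the mean of all screened compounds plus 3 SD, cut at about 10% in these data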;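 further: 0% = DMSO wells and 100% = sodium butyrate wells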
NR1D1 modulator: modulators of Rev-erb alpha DNA binding, primary screen, biochemical, FITC-DNA, fluorescence polarization, uHTS; Nuclear receptor subfamily 1 group D member 1 (Homo sapiens), P20393; Rev-erbα–FITC-DNA binding, 90 min; activity, % at 10 µM; hit rate 0.79% among 370,000;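 active means activity above about 14%, limit read from the data; passing the limit was not always enough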;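 further: 0% = DMSO wells with 35 nM protein and 100% = DMSO wells with 750 nM protein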
hcDAF-12 act: H. contortus DAF-12 nuclear receptor activators, primary screen, cell-based, luminescence, HEK293, lit1-tk-luc reporter | hit rate 1.4% among 370,000 | activation, % at 6.8 µM | HEK293 hcDAF-12 lit1-tk-luc reporter; 0% DMSO, 100% Δ7-dafachronic acid | AID 652067, 2013;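 active means activation above the mean of all tested compounds plus 3 SD, cut at about 5.5% in these data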;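 further: 100% = response to 3 µM Δ7-dafachronic acid high control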
Starred values were filed as active, the others as inactive; x = not tested or not shown.

SMILES | PLC-beta3 inh | HGIII-sPLA2 inh | SMARCA2 act | DAX1 inh-1 | ssDAF-12 act | DAX1 inh-2 | PG9 binder | GAA850 FXN act | hgDAF12 agonist | NR1D1 modulator | hcDAF-12 act
CCN(C[C@H]1N[C@@](CC)(C(=O)OC)[C@H]2C(=O)N(Cc3ccccc3)C(=O)[C@@H]12)S(=O)(=O)c1ccc(OC)cc1 | -3 | -3 | 2 | -0.1 | -1.0 | -1.9 | -2.1 | 11* | -4.3 | 2 | -2.8
Cc1ccc(NC(=O)c2nc[nH]c2C(=O)N2CCN(c3ccccc3)CC2)cc1 | 1 | -1 | 1 | -0.2 | -1.3 | 0.0 | -0.5 | -2.1 | -1.2 | -1 | -1.3
CCCc1cc(C(=O)N2CCCC(N3CCN(c4ccccc4F)CC3)C2)n(C)n1 (centres undefined) | -3 | -9 | 2 | -0.4 | -0.3 | 0.8 | 0.1 | -0.5 | -2.2 | 1 | -2.0
O=c1[nH]c(-c2ccccc2)cn1C1CCN(Cc2ccc(-c3nc4ccccc4nc3-c3ccccc3)cc2)CC1 | -87 | -36 | 2 | x | -1.6 | -3.1 | -1.5 | x | -4.6 | -3 | -4.3
C=CC[C@H](CC(=O)N(CCO)Cc1ccccc1)C(=O)N[C@@H](C)COC(=O)[C@@H](CC=C)Cc1ccc(F)cc1 | -2 | -14 | 0 | -0.2 | -1.3 | -0.7 | 0.5 | -6.2 | -4.5 | 5 | -1.7
CCOC(=O)c1c(C)[nH]c(C)c1S(=O)(=O)N(C)CC(=O)N(C)Cc1ccccc1 | -7 | 6 | 0 | 0.9 | -0.4 | -1.2 | -2.9 | 1.2 | 0.7 | 6 | -1.0
Cc1ccc2[nH]c(=O)c(CN(C(=O)c3cccc([N+](=O)[O-])c3)C(C)(C)C)cc2c1 | -11 | 9 | -3 | 2.3 | -0.6 | 0.8 | 0.3 | 0.8 | -3.5 | -6 | -1.8
O=C(Nc1ccn(CCCNCC2CCCO2)c(=O)n1)OCc1ccccc1 (centres undefined) | 1 | 8 | -3 | -0.1 | -1.4 | 0.2 | 1.2 | -0.1 | -0.8 | -3 | -1.3
COc1ccc(CCN2CC(C(=O)N3CCCCCC3)CCC2=O)cc1 (centres undefined) | -4 | 1 | 1 | 1.6 | -1.0 | 0.0 | 1.2 | 0.6 | -0.3 | 2 | -0.7
CCc1nc2ccc(C(=O)NCc3cccs3)cn2c1N(CC)CCOC | 0 | -6 | -3 | x | -1.6 | -1.3 | 1.5 | 1.3 | -3.5 | -4 | -1.3
Cc1cc(Oc2ccc(=O)n(C)n2)nc(SCCOc2ccccc2)n1 | -4 | -5 | -3 | 1.8 | -0.6 | -0.8 | -0.6 | 0.3 | 0.2 | 4 | 0.6
COc1ccc(NC(=O)COc2cc(O)c3c(c2)OC(C)(C)CC3=O)cc1 | 1 | 0 | 1 | 1.3 | -1.4 | -0.6 | 0.6 | 1.8 | -0.3 | -3 | -2.0
COc1ccc(C(=O)OC(C(=O)c2ccc(C)cc2)c2ccccc2)cc1 (centres undefined) | -2 | -19 | -3 | -0.1 | -1.3 | -0.6 | 1.9 | -0.8 | -0.2 | 0 | -2.0
CCCNS(=O)(=O)c1ccc(CCC(=O)NCc2ccc3c(c2)OCO3)cc1 | -2 | -3 | -2 | -0.3 | -1.3 | 0.1 | 0.5 | 1.4 | -0.5 | 0 | -0.2
Cc1cccc(NC(=O)c2sc3nc(C)nc(N4CCOCC4)c3c2C)c1 | -4 | 0 | -2 | 0.2 | -1.2 | -1.2 | 1.2 | -0.1 | 0.9 | 4 | -2.3
COc1cccc(NC(=O)COC(=O)CCC(=O)c2cccs2)c1 | 1 | 9 | 0 | 1.8 | -0.8 | 0.2 | 0.4 | -0.1 | -1.3 | 9 | -0.6
C=CCOC(=O)C1=C(C)NC(SCC(=O)N(CC)CC)=C(C#N)C1c1ccccc1 (centres undefined) | -19 | -4 | -6 | -3.5 | -1.6 | -1.5 | 0.6 | -1.1 | -10 | 5 | -4.4
CCOc1ccc(Cn2c(O)cc(=O)[nH]c2=O)cc1 | -2 | -4 | 0 | 0.3 | -0.9 | 0.6 | -0.3 | 0.0 | -0.8 | 1 | -0.9
O=C(CCCCCn1c(=S)[nH]c2cc3c(cc2c1=O)OCO3)N1CCN(C2CCCCC2)CC1 | 4 | -4 | -2 | -2.3 | -1.5 | 0.2 | -1.0 | 1.8 | -2.0 | -8 | -1.6
Cc1cccc(NC2=NC3(CCCCC3)N=C(N)N2)c1 | -1 | 1 | -2 | 0.1 | -1.1 | 0.4 | 1.0 | -0.6 | 4.6 | -5 | -0.1
Cc1c(Br)c([N+](=O)[O-])nn1CC(=O)Nc1nccs1 | 5 | -2 | -2 | -0.8 | -1.9 | -1.5 | 0.6 | 0.5 | -1.0 | 4 | -1.2
Cc1cc(N)ccc1NC(=O)c1ccccc1 | 2 | 2 | -2 | 0.0 | -1.5 | 0.1 | 0.5 | -0.5 | -0.3 | 2 | -0.8
CC(C)OC(=O)CSc1nc2ncc(Cl)cc2[nH]1 | -18 | 13 | 2 | -0.9 | -0.8 | 0.0 | 0.1 | 1.6 | 0.6 | 5 | -1.9
O=C(COc1ccc(S(=O)(=O)N2CCOCC2)cc1)NCc1ccco1 | -4 | 0 | -1 | 0.3 | 1.6* | 0.2 | 1.6 | -1.2 | 0.2 | -3 | -2.0
Cc1ccc(S(=O)(=O)NCCC(=O)NCCc2ccc(S(N)(=O)=O)cc2)cc1C | -1 | -4 | 2 | 0.5 | -1.0 | -0.1 | 1.1 | -1.5 | -1.8 | 9 | 0.3
SMILES | PLC-beta3 inh | HGIII-sPLA2 inh | SMARCA2 act | DAX1 inh-1 | ssDAF-12 act | DAX1 inh-2 | PG9 binder | GAA850 FXN act | hgDAF12 agonist | NR1D1 modulator | hcDAF-12 act
O=C(Nc1ccccc1)Nc1nccs1 | 4 | -2 | 9.0* | -0.2 | -1.1 | 0.0 | 2.0 | -1.2 | 2.6 | -2 | 0.9
COCCCNC(=O)CN1C(=O)c2ccccc2C1=O | 2 | 4 | -2 | -0.7 | -1.4 | 0.9 | 0.2 | 0.2 | -0.1 | 1 | 0.9
Nc1c(-c2ccsc2)cnc2ncnn12 | 0 | 3 | 1 | 0.1 | -0.7 | 0.2 | -2.2 | -0.3 | 0.6 | -1 | 3.4
C/C(=N\N=C(/C)c1cccc(N)c1)c1cccc(N)c1 | -10 | 2 | 6 | x | -1.6 | 0.4 | -3.0 | -0.9 | 0.4 | -1 | 2.5
CCOc1ccccc1NC(=O)NNC(=O)CCc1ccc(OC)cc1 | -11 | -1 | 0 | 0.5 | -0.9 | -1.2 | 0.1 | -0.6 | -1.2 | -2 | -1.6
CCOc1ccc(S(=O)(=O)N2CCCC(C(=O)N3CCC(C(N)=O)CC3)C2)cc1Cl (centres undefined) | -1 | 0 | -3 | -1.4 | -1.5 | -0.1 | -1.7 | 0.8 | -2.5 | 4 | -0.8
COc1ccccc1CC(=O)NC1CC1 | -4 | 0 | 2 | -0.2 | -1.1 | 0.9 | 1.6 | -0.6 | 0.2 | 3 | 0.7
CC(C)CN(C(=O)CSc1nnc(-c2cccs2)n1N)c1c(N)n(Cc2ccccc2)c(=O)[nH]c1=O | 5 | 9 | -1 | 0.7 | -1.0 | 0.6 | -0.3 | -0.8 | -1.0 | 3 | -0.3
CC(C)C[C@@H]1COc2cccc(N3CCSCC3)c2S(=O)(=O)N1 | 0 | 6 | -3 | x | -0.8 | 0.4 | -1.0 | x | -1.1 | -4 | -1.6
CCc1c(C)nc2ncnn2c1N1CCCC(C(=O)NCc2ccc3c(c2)OCO3)C1 (centres undefined) | 1 | 2 | -2 | -0.1 | -0.3 | 0.1 | -0.6 | 2.6 | -3.5 | -1 | -2.0
CCOC(=O)c1ccc(C(=S)N2CCCC2)cc1 | -4 | 1 | -2 | 0.0 | -1.0 | 0.1 | -0.9 | 2.2 | 0.8 | 0 | -1.8
Cc1ccc(NC(=O)Cc2ccc(Cl)cc2)cc1S(=O)(=O)N1CCCCCC1 | -9 | -23 | -4 | -0.4 | -1.7 | -2.0 | -0.8 | -1.1 | -4.7 | 2 | -1.4
CC(=O)Nc1ccccc1OCC(=O)NCC(F)(F)F | 1 | -2 | -1 | 3.7 | -0.9 | -0.7 | -1.9 | 1.5 | 1.4 | -1 | -0.1
OCC[C@H]1C[C@@H](O)[C@H](O)[C@@]2(Cc3ccccc3CCO2)O1 | 0 | 9 | 0 | 2.4 | -1.1 | 0.2 | 0.3 | -0.5 | 0.7 | 4 | -1.0
CCn1c(NC(=O)C(C)C)c(-c2ccccc2)c(=O)c2ccccc21 | -1 | 5 | -5 | x | -1.4 | -0.6 | 0.3 | 0.3 | 0.9 | -5 | 0.9
C[C@@H](N)C(=O)N[C@H]1CCC2C3CC=C4C[C@@H](O)CC[C@]4(C)C3CC[C@@]21C (some centres undefined) | 2 | -6 | -1 | 1.4 | -1.0 | 0.6 | 0.0 | 1.4 | -1.8 | -8 | -1.2
Cc1cccc(OCC(=O)N2CCN(C(=O)c3cccs3)CC2)c1 | 4 | 2 | 2 | -0.8 | -0.6 | -0.1 | -0.3 | -0.3 | 2.2 | -4 | 0.1
CC(C)CN(CC(C)C)C(=O)c1cccc(S(=O)(=O)N2CCc3ccccc32)c1 | -3 | -38 | 2 | -2.5 | -2.2 | -2.5 | 0.8 | -3.5 | -3.0 | 1 | -3.1
O=C1CC(C(=O)Nc2ccc(Cl)cc2)S/C(=N\N=C\c2ccco2)N1 (centres undefined) | -8 | -15 | -2 | -1.0 | -0.6 | 0.1 | -0.2 | -0.1 | 1.2 | 10 | 2.2
COc1ccc(CC2(CO)CCN(S(=O)(=O)c3c(C)nn(C)c3C)CC2)cc1 | 3 | 0 | -1 | 0.1 | -1.1 | 0.1 | -0.6 | 2.6 | -1.0 | 1 | -1.6
C(#Cc1ccc(C#CCN2CCOCC2)cc1)CN1CCOCC1 | 0 | 1 | -4 | 2.3 | -1.2 | -0.5 | 2.1 | 3.0 | 2.5 | -2 | -1.2

Screening results deposited in PubChem by several laboratories.
